High-throughput results: PubChem BioAssay, several laboratories
PRMT1 inh: blocks human protein arginine methyltransferase 1; inhibition, % at 2.79 µM; actives 1.3% (n = 370,000); recombinant PRMT1, activity-based probe fluorescence polarization;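 active means inhibition above about 21% made by adding two undisclosed values, limit read from the data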
GC-A act: GC-A (human) enzyme activation; activation, % at 10 µM; AID 1671463; HEK293 GC-A cells, cGMP TR-FRET, EC30 ANP; 0% at EC30 ANP, 100% saturating ANP; P16066; actives 0.14% (n = 370,000); in the data active means activation above about 40%
Target sequence (P16066 whole entry, looked up): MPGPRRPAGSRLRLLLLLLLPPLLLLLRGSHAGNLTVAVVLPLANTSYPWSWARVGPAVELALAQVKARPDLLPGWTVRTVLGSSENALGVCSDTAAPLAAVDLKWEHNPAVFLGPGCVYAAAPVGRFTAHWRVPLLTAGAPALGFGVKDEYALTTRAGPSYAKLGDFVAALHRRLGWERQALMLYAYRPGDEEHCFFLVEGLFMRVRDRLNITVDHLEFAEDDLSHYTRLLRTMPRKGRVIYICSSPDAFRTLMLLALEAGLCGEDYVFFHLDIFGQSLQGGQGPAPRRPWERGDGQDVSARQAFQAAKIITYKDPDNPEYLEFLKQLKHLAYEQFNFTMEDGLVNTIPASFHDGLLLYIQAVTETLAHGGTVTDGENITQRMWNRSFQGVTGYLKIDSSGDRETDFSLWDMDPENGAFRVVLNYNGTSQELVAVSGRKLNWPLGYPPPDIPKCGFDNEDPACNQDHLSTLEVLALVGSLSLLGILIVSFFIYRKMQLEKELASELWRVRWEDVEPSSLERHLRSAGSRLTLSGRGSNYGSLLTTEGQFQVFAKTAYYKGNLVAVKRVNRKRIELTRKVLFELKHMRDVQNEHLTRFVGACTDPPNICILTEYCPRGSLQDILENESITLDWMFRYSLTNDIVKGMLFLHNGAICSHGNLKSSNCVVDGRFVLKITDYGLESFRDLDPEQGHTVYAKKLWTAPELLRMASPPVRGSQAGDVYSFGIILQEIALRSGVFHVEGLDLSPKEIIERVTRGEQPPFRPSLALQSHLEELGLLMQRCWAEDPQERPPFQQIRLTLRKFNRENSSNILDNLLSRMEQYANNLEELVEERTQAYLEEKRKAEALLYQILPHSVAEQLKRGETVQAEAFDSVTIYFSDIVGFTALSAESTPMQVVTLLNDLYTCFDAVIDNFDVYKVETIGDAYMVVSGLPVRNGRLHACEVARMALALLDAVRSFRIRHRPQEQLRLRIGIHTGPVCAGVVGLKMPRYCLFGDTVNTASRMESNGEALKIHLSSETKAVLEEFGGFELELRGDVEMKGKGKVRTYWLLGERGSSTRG
mABHD4 FP: ABHD4 (mouse) inhibition, primary FP screen; Q8VD66; purified mABHD4, FP-Rh probe fluorescence polarization; inhibition, % at 8.92 µM; actives 0.54% (n = 370,000); AID 720543;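 active means inhibition exceeding the mean over every tested compound plus 3 SD, cut at about 30% in these data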;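 further: 0% = plate median of compound wells and 100% = S159A mutant with DMSO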
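Assay system: mouse ABHD4 enzyme, wild type / Also added: fluorescent activity-based probe FP-Rh / Doses: single nominal dose of 8.92 µM, 0.89% DMSO final / Timing: 45 min compound pre-incubation plus 60 min probe step, 25 °C / Signal: FP readout, ex 525 nm / em 598 nm / Control set: S159A mutant/DMSO as 100%, compound-well median as 0%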
GC-B act: GC-B (human) receptor activation. P20594. HEK293-GC-B cells, CNP EC30, cGMP TR-FRET; 0% at EC30 CNP, 100% saturating CNP. activation, % at 10 µM. actives 0.11% (n = 370,000). AID 1920062;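 active means activation at 10 µM reaching about 35% in either raw or pattern-adjusted values, limit read from the data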
HTRA1 inhibitor: inhibitors of human serine peptidase HTRA1 | Q92743 | AID 504803 | recombinant HTRA1, FP-rhodamine activity-based probe, fluorescence polarization | actives 0.5% (n = 340,000) | inhibition, % at 5.96 µM; in the data active means inhibition above about 36%;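 further: 0% = enzyme with DMSO and 100% = wells lacking enzyme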
MBD2 inh: MBD2-methylated oligo binding inhibition. TR-FRET, MBD2 binding to methylated oligonucleotide. Q9UBB5. inhibition, % at 4.4 µM. actives 0.31% (n = 370,000); in the data active means inhibition above about 13%
rCAG binder: binds r(CAG) RNA repeats; r(CAG) RNA repeat, TO-PRO-1 dye displacement fluorescence; inhibition, % at 3 µM; actives 1.3% (n = 370,000); AID 651821;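 active means inhibition above the plate cutoff, the mean of all test compounds on that plate plus 3 SD, cut at about 35% in these data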;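 further: 0% = DMSO alone and 100% = 100 µM mitoxantrone as full dye displacement; higher means more dye released from RNA so lower well fluorescence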
TCR CD3 inh: blocks the human TCR-CD3 interaction | TAMRA-labeled TCR probe fluorescence, biochemical | inhibition, % at 9.4 µM | actives 0.37% (n = 360,000) | AID 651800; in the data active means inhibition above about 19%;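 further: recombinant mutant TCR 2C K166C tagged with TAMRA read by polarization; 0% = receptor in buffer alone and 100% = receptor with positive control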
SIAE inh: blocks human sialic acid acetylesterase; AID 1053197; SIAE FP-Rh probe binding, fluorescence polarization; actives 0.69% (n = 370,000); Q9HAT2; inhibition, % at 9.66 µM;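 active means inhibition above a cutoff: mean of compounds within the control limits plus 3 SD of those, cut at about 17% in these data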;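 further: 0% = plate median of compound wells and 100% = probe without SIAE protein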
UHRF1 binding: UHRF1 methyl-DNA binding inhibition. actives 0.75% (n = 370,000). Q96T88. inhibition, % at 4.4 µM. UHRF1 binding to methylated oligo, TR-FRET; in the data active means inhibition above about 21%;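 further: UHRF1 SRA domain binding a hemimethylated CpG hairpin DNA probe; 0% = median of test compound wells and 100% = reference inhibitor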
Starred values were filed as active, the others as inactive; . = not tested or not shown.

Codes – A = PRMT1 inh; B = GC-A act; C = mABHD4 FP; D = GC-B act; E = HTRA1 inhibitor; F = MBD2 inh; G = rCAG binder; H = TCR CD3 inh; I = SIAE inh; J = UHRF1 binding
Cn1nnnc1SCC(=O)Nc1ccccc1N1CCCCC1
  A = -2; B = -6; C = 1; D = -3; E = -3; F = 2; G = -4; H = 4; I = 7; J = 9

Cc1ccccc1C(=O)NNc1ncnc2c1cnn2C
  A = -3; B = -3; C = 0; D = -2; E = 3; F = -5; G = -1; H = -1; I = -5; J = 1

O=C(COC(=O)C1CC(=O)N(Cc2ccccc2)C1)c1ccc(F)cc1 (centres undefined)
  A = 1; B = 2; C = -3; D = -2; E = -1; F = 1; G = -2; H = -6; I = 3; J = -2

CCCCS(=O)(=O)N1CN(S(=O)(=O)CCCC)C2NC(=O)NC21 (centres undefined)
  A = 0; B = 0; C = 6; D = -1; E = 5; F = 5; G = -1; H = 8; I = 0; J = 1

O=C(COC(=O)c1ccncc1)NCCCc1ccccc1
  A = 2; B = 0; C = 3; D = -1; E = -4; F = 3; G = 0; H = -6; I = 1; J = -1

CCCCn1nnc(NC(=O)c2ccc(-c3ccccc3[N+](=O)[O-])o2)n1
  A = 2; B = 2; C = 0; D = -2; E = 4; F = -7; G = -2; H = 2; I = -4; J = 3

O=C(NCCCc1ccc(F)cc1)C1CCC(=O)N(CCN2CCOCC2)C1 (centres undefined)
  A = -1; B = 3; C = 0; D = 5; E = 3; F = 2; G = -3; H = 4; I = -7; J = 0

CCc1nn2c(=O)cc(COC(=O)c3cc(Cl)c(OC)c(OC)c3)nc2s1
  A = -8; B = -9; C = -1; D = -1; E = -7; F = -3; G = 3; H = 5; I = 4; J = -2

O=C(CCNS(=O)(=O)c1ccc(Br)s1)NC1CCCC1
  A = 0; B = 4; C = 8; D = 1; E = 5; F = -2; G = -4; H = 5; I = 1; J = -1

Clc1cccc(CN2CCN(c3nc4nonc4nc3NC3CC3)CC2)c1
  A = 0; B = -7; C = -4; D = -10; E = -1; F = -5; G = -4; H = 1; I = 3; J = -3

S=C(Nc1ccccc1)Nc1cc(Cl)ccc1Oc1ccccc1
  A = 0; B = -3; C = -2; D = 2; E = -10; F = 2; G = 0; H = -1; I = -1; J = 2

CC(=NNC(=O)c1cc(C)oc1C)c1ccc(Br)s1
  A = 0; B = 3; C = 1; D = -6; E = 0; F = 1; G = 1; H = -4; I = 0; J = -1

Cc1ccc([C@@H]2C[C@H]3[C@@H](CN2S(=O)(=O)c2ccc(C)cc2)C(=O)C[C@@H](c2ccccc2F)N3S(=O)(=O)c2ccc(C)cc2)cc1
  A = 5; B = -4; C = -11; D = 6; E = .; F = 15*; G = 15; H = 5; I = -9; J = 27*

Cc1nc(SCC(=O)N2CCC(C(N)=O)CC2)n[nH]1
  A = 0; B = 4; C = 5; D = 1; E = 1; F = 4; G = -2; H = 7; I = 2; J = 1

CCCSc1nc(C)c(CC(=O)O)c(=O)[nH]1
  A = 3; B = 1; C = 2; D = -1; E = 3; F = -7; G = -1; H = -6; I = -1; J = 0

COc1ccccc1NC(=O)Cc1nnc(SCC(=O)NC2=NCCS2)n1C
  A = -1; B = 2; C = -1; D = 1; E = 14; F = -2; G = 3; H = -2; I = -6; J = -2

Cn1c(=O)[nH]c(=O)c2c1nc(SCCO)n2Cc1ccccc1Cl
  A = 9; B = 15; C = -3; D = 9; E = 7; F = 7; G = -2; H = -1; I = -6; J = 12

COc1cc(Cl)c(C)cc1NC(=O)CN1CCCCCC1
  A = -3; B = -1; C = -6; D = 0; E = -7; F = -2; G = 0; H = -1; I = -3; J = -2

CC(C)CN1C(=O)NC(NC(=O)c2cccnc2)(C(F)(F)F)C1=O (centres undefined)
  A = -4; B = 7; C = -6; D = 1; E = 3; F = -6; G = 1; H = -9; I = 0; J = 4

NC(=O)c1oc2ccccc2c1NC(=O)c1ccc(F)cc1
  A = -1; B = -2; C = -11; D = -4; E = -8; F = -2; G = 3; H = 8; I = 0; J = -2

COC(=O)CN(c1ccccc1OC)S(=O)(=O)c1ccccc1
  A = 0; B = 0; C = -4; D = -2; E = -2; F = -1; G = -1; H = -5; I = -1; J = 1

O=C1CC(SC(=Nc2ccccc2)Nc2ccccc2)C(=O)N1c1ccc(Cl)c(Cl)c1 (centres undefined)
  A = 2; B = -8; C = 0; D = -3; E = -110; F = 0; G = 11; H = 2; I = -17; J = 3

O=C(CC1C(=O)NCCN1Cc1cccc(F)c1)NC1CCCCC1 (centres undefined)
  A = 4; B = 2; C = 9; D = -1; E = 0; F = -3; G = 1; H = 13; I = 2; J = -2

CCN(CC(=O)Nc1ccc2c(c1)OCCO2)C(=O)/C=C/c1ccc(OC)c(OC)c1
  A = 10; B = 1; C = -6; D = -4; E = 1; F = 4; G = -5; H = -5; I = -5; J = -1

Cc1cc(C(=O)NNC(=O)COc2c(C)cc(Br)cc2C)n[nH]1
  A = -3; B = 3; C = -4; D = -1; E = 2; F = -4; G = -1; H = 0; I = -6; J = 1

Copied from the list:
COC(=O)CN(c1ccccc1OC)S(=O)(=O)c1ccccc1 @ HTRA1 inhibitor: -2
CCCSc1nc(C)c(CC(=O)O)c(=O)[nH]1 @ rCAG binder: -1

The list goes on.
Codes – A = PRMT1 inh; B = GC-A act; C = mABHD4 FP; D = GC-B act; E = HTRA1 inhibitor; F = MBD2 inh; G = rCAG binder; H = TCR CD3 inh; I = SIAE inh; J = UHRF1 binding
COc1cc(N(C)C)c([N+](=O)[O-])cc1C(=O)N1CCN(Cc2ccccc2)CC1
  A = -2; B = 5; C = 0; D = -3; E = -1; F = -6; G = -5; H = 7; I = 4; J = 2

CCCCOC(=O)Cn1c(=O)n(CC(=O)OCCCC)c2ccccc21
  A = -4; B = 1; C = 2; D = -7; E = -3; F = 0; G = -11; H = -8; I = 2; J = -1

O=C(O)C[C@]1(C(=O)Nc2ccc(F)cc2)CC(/C=C/c2ccccc2)=NO1
  A = 0; B = 1; C = 2; D = 0; E = -3; F = 6; G = 6; H = -8; I = 4; J = -1

Cc1onc(-c2ccccc2Cl)c1C(=O)O/N=C(\N)c1cccc([N+](=O)[O-])c1
  A = 2; B = -10; C = -7; D = -1; E = -26; F = 1; G = 2; H = -1; I = 7; J = 0

Fc1cccc(Cn2ccc(-c3ccc4c(c3)OCO4)n2)c1
  A = -4; B = 5; C = -5; D = 0; E = -7; F = 0; G = -4; H = 3; I = -1; J = 1

Cc1cc(NC(=O)C(C)C)ncc1NC(=O)c1ccco1
  A = 1; B = 7; C = -4; D = 2; E = 8; F = 0; G = -5; H = -11; I = 1; J = 7

C[C@H](CO)N1C[C@H](C)[C@@H](CN(C)C(=O)Nc2ccc(C(F)(F)F)cc2)Oc2c(NS(=O)(=O)c3ccc(F)cc3)cccc2C1=O
  A = -2; B = 2; C = -5; D = 7; E = -6; F = -8; G = 24; H = -3; I = 0; J = 0

CCc1ccc(-c2nnn(Cc3nn[nH]n3)n2)cc1
  A = 5; B = 1; C = -8; D = 3; E = -1; F = 3; G = 7; H = -4; I = -1; J = 3

CC1CCc2nn(CC(=O)N3CCc4ccccc43)cc2C1 (centres undefined)
  A = -7; B = -1; C = -3; D = 4; E = 0; F = -2; G = 1; H = -8; I = -2; J = -2

COc1ccc(-c2nc3ccccc3n2OC(C)C(=O)O)cc1 (centres undefined)
  A = -1; B = 1; C = 3; D = 2; E = 3; F = 1; G = 0; H = 7; I = -3; J = -2

COc1ccc(-c2cn[nH]c2-c2ccc(O)cc2O)cc1
  A = 9; B = 16; C = -4; D = -6; E = 1; F = 8; G = 10; H = -8; I = -6; J = 0

C/C(=N/OC(=O)c1c(-c2c(F)cccc2Cl)noc1C)c1cnccn1
  A = -7; B = -1; C = -5; D = 3; E = 0; F = -5; G = -3; H = 15; I = -5; J = 0

CCC(C(=O)NCCCN1CCN(C)CC1)n1nc(C)c2sc3ccccc3c2c1=O (centres undefined)
  A = 5; B = -6; C = -16; D = -5; E = 2; F = 5; G = -4; H = 2; I = -3; J = 0

Cc1ccc(-c2nn[nH]n2)cc1Cl
  A = 0; B = -2; C = -6; D = 6; E = 8; F = 3; G = 2; H = -2; I = -9; J = 7

CCCCCCC12C(=Cc3cc4c(cc31)OCCO4)c1cc(OC)c(OC)cc1C(CC(=O)O)N2C(=O)OC (centres undefined)
  A = 3; B = -2; C = 28; D = 2; E = .; F = -3; G = 43*; H = -4; I = 14; J = -2

COc1ccc2nc3n(c(=O)c2c1)-c1cc2ccccc2cc1C(=O)NC3Cc1ccc(O)cc1 (centres undefined)
  A = 2; B = -7; C = -56; D = -1; E = -84; F = 2; G = 20; H = -6; I = -38; J = -1

C/C(=C\C(=O)c1ccccc1)NCc1ccc(F)cc1
  A = -1; B = 0; C = -1; D = 2; E = -8; F = -3; G = -4; H = 4; I = -1; J = 0

Cc1csc(NC(=O)NC2(C(F)(F)F)Oc3ccccc3O2)n1
  A = 7; B = -2; C = 4; D = 4; E = 15; F = 3; G = -1; H = 5; I = 5; J = 0

COC(=O)COc1ccc(S(=O)(=O)N2CCN(c3ccc(OC)cc3)CC2)cc1
  A = -4; B = 0; C = -6; D = -5; E = 2; F = 2; G = -6; H = 7; I = -1; J = -1

COc1ccccc1CNCc1ccc(C)cc1
  A = -1; B = 2; C = 11; D = 0; E = 1; F = -2; G = 0; H = 7; I = -4; J = 1

CCN(CC)C(=O)N1CCN(C)CC1
  A = 7; B = 1; C = 4; D = 1; E = -2; F = 4; G = 0; H = 4; I = -1; J = 0

CCCCCCCCNS(=O)(=O)/C=C/c1cc(C)ccc1CNC(=O)OC(C)(C)C
  A = -1; B = -4; C = -4; D = 2; E = .; F = 2; G = 5; H = .; I = -1; J = -7

Filtered by structure: the entries above with a nitro group on carbon (three)
Codes – A = PRMT1 inh; B = GC-A act; C = mABHD4 FP; D = GC-B act; E = HTRA1 inhibitor; F = MBD2 inh; G = rCAG binder; H = TCR CD3 inh; I = SIAE inh; J = UHRF1 binding
CCCCn1nnc(NC(=O)c2ccc(-c3ccccc3[N+](=O)[O-])o2)n1
  A = 2; B = 2; C = 0; D = -2; E = 4; F = -7; G = -2; H = 2; I = -4; J = 3

COc1cc(N(C)C)c([N+](=O)[O-])cc1C(=O)N1CCN(Cc2ccccc2)CC1
  A = -2; B = 5; C = 0; D = -3; E = -1; F = -6; G = -5; H = 7; I = 4; J = 2

Cc1onc(-c2ccccc2Cl)c1C(=O)O/N=C(\N)c1cccc([N+](=O)[O-])c1
  A = 2; B = -10; C = -7; D = -1; E = -26; F = 1; G = 2; H = -1; I = 7; J = 0

Only part of the results is shown; count on the stated rates, not on these rows.
